# Source: PubChem BioAssay (Broad Institute)
# Casp6 inh: blocks human caspase-6 cleavage activity | P55212 | purified caspase-6, Z-VEID-R110 cleavage fluorescence | inhibition, % at 12.5 µM | 0.53% of 350,000 active | AID 686996;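 active means mean inhibition across replicates at least about 35%, with every replicate also reaching that limit, limit read from the data; inconclusive means only one of the two criteria met; inactive means neither criterion met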;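 further: 0% = median of neutral control wells and 100% = no fluorescence left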
# Target sequence (P55212 24-179 limits assumed): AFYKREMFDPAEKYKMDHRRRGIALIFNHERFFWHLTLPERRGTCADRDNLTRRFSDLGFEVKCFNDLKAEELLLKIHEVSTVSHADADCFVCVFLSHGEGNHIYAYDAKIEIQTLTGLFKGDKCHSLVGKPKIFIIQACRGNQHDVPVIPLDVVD
# Target sequence (P55212 194-293 limits assumed): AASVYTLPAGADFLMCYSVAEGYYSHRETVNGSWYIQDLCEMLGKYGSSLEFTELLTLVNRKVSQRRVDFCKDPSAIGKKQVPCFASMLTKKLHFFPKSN
# LGR2 antag: blocks bursicon-induced cAMP signaling via Drosophila LGR2; HEK293 LGR2, CRE-luciferase, bursicon-stimulated, 4 h; inhibition, % at 9.99 µM; 0.35% of 380,000 active;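 active means drop in luminescence signal, shown as inhibition above about 50% in the replicate tests, limit read from the data, passing the limit was not always enough; inconclusive means probably only some replicates passing the limit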;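 further: agonist challenge used bursicon conditioned medium at about half maximal strength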
# ARNT-TACC3 inh: ARNT/TACC3 interaction disruption; 0.66% of 390,000 active; AID 623870; inhibition, % at 9.99 µM; AlphaScreen His-ARNT PAS-B/GST-TACC3 binding, luminescence; TACC3 fragment carries E629A point mutation; Q9Y6A5;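 active means mean inhibition of replicates at least 50% and at least half of replicates each reaching 50%; inconclusive means half or more replicates reach 50% but mean below 50%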;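 further: 0% = complete ARNT plus TACC3 wells and 100% = ARNT alone without TACC3; many hits fall short of the cut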
# EWS-Fli block: inhibitors of EWS/Fli oncoprotein transcriptional activity | AID 651661 | A673 NR0B1-luciferase reporter, viability-normalised | 0.67% of 350,000 active | inhibition, % at 12.6 µM;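 active means mean inhibition of at least 50% after viability correction, with every replicate also passing that limit; inconclusive means mean reaches 50% but only one of two replicates passes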;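 further: firefly luciferase signal divided by Alamar Blue viability fluorescence both relative to DMSO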
# DENV2 CPE: DENV2-induced cell death inhibition. DENV2-infected cells, cytopathic effect rescue, plate reader. CPE inhibition, % at 9.99 µM. 1.7% of 350,000 active; in the data active means CPE inhibition above about 20%, passing the limit was not always enough; inconclusive means no clear call, values can overlap the other calls; tested in BHK-21 cells;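 further: 0% = median of neutral control wells and 100% = median of positive control wells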
# SIRT5 block: inhibitors of human sirtuin-5 desuccinylase; Purified SirT5, succinyl-peptide AMC, trypsin-coupled fluorescence; inhibition, % at 15 µM; 1.1% of 330,000 active; in the data active means inhibition above about 15%; inconclusive means no clear call, values can overlap the other calls
# Target sequence (Q9NXA8 whole entry, looked up): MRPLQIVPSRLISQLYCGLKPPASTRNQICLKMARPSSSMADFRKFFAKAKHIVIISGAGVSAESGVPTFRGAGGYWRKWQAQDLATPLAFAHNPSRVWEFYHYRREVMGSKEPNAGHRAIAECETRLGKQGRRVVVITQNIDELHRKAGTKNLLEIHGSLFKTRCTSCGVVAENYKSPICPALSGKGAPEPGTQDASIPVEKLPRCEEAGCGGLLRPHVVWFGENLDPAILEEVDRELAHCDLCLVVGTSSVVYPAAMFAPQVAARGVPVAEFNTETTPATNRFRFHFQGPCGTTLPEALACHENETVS
# PAX8 inh HTS: inhibitors of PAX8 transcriptional activity in RMG-I cells. 1.2% of 360,000 active. inhibition, % at 12.6 µM. RMG-I TPO-luciferase reporter, SteadyGlo, 24 h;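 active means mean replicate inhibition at least 60% with every replicate also reaching 60%; inconclusive means only one of the two criteria is met; inactive means mean below 60% and not all replicates reaching 60%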;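 further: luciferase light reporting Pax8 driven TPO promoter activity; plate controls were median of neutral control wells for no effect and mitoxantrone controls for full effect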
# * = called active by the depositor; ? = inconclusive; . = not tested or not shown; & = joins results of further samples. An unsorted share of the library. About 4.9% of those tested had a hit in this group.
SMILES,Casp6 inh,LGR2 antag,ARNT-TACC3 inh,EWS-Fli block,DENV2 CPE,SIRT5 block,PAX8 inh HTS
CCOc1ccc(C(C)NC(=S)NCc2ccc(F)cc2)cc1 (centres undefined),-1,-1,.,.,1,0,-3
O=C(Nc1ccccc1)Nc1cccc(Cl)c1Cl,.,-49,0,.,.,.,-105
O=C(Nc1ccc(Cl)cc1)N1C[C@H]2[C@@H](c3ccccc31)[C@H](CO)N2C(=O)C1CC1,4,-22,-3,-11,-4,-5,-9
OC1CCC(Nc2ccn3nc(-c4cccc(Cl)c4)cc3n2)CC1 (centres undefined),5,-87,.,-84,7,-7,-168
C[n+]1ccc(C(=O)N/N=C/c2ccco2)cc1,-10,-5,13,-44,-1,-4,4
Cc1noc(C)c1NC(=O)Nc1ccc2c(c1)CC(=O)N([C@H](C)CO)C[C@H](C)[C@H](CN(C)C(=O)Nc1ccc(C(F)(F)F)cc1)O2,-2,-13,-1,-5,-11,0,.
CC(C)Sc1nc2c(cnn2-c2ccc(F)cc2)c(=O)[nH]1,-4,-25,5,-2,10,4,13
COc1cccc(C(C)(O)c2nc(-c3csc4ccccc34)cs2)c1 (centres undefined),2,.,.,1,4,-2,-9
COc1cc(C(CCN2CCOCC2)c2c(OC)cc(OC)c3c(C)cc(=O)oc23)cc(OC)c1OC (centres undefined),8,-20,1,-8,.,.,11
C=CCN1C(=O)C(Cc2ccccc2)SC1=Nc1ccc(C(=O)O)cc1 (centres undefined),.,-14,-7,.,.,.,-6
CC1CC(C)CN(S(=O)(=O)c2cc3c4c(c2)CCN4C(=O)CC3)C1 (centres undefined),5,-3,-2,3,-9,1,1
O=C(C[C@H]1C[C@@H]2c3cc(NC(=O)C4CCC4)ccc3O[C@@H]2[C@@H](CO)O1)NCc1ccc2c(c1)OCO2,2,3,-1,-6,-5,2,6
CCC(=O)N1[C@H](CN(C)C(C)=O)[C@H](c2ccc(-c3cccnc3)cc2)[C@@H]1CO,2,-5,6,-6,29*,5,-5
NC1(C(=O)O)CCCCC1c1ccccc1 (centres undefined),0,-8,-2,-1,11,-2,8
Cc1ccc(Nc2nc(-c3cccnc3)cs2)cc1C,-1,-62,-11,-5,5,-4,-84
O=C(c1cccnc1)N1C[C@@H]2N[C@H](C1)C2c1ccc(-c2ccccc2)cc1 (some centres undefined),2,-7,.,-11,12,-3,6
Cc1ccc(C(C)(C)NC(=O)C2CCC(=O)N(Cc3ccccc3F)C2)cc1 (centres undefined),0,8,2,-12,15,-1,-9
O=c1c2ccccc2nc2n1CCCN2,1,2,2,-2,-1,-11,-8
Cc1ccc(CC2(c3ccccc3)NC(=O)NC2=O)cc1 (centres undefined),3,0,-6,-7,-2,-5,8
Cc1ccc(NC(=O)CCc2ccccc2)cc1C,4,-85,.,-56,6,.,-138
COc1cc2c(cc1OC)C(c1cccc(Br)c1)NC(=O)C2 (centres undefined),5,-10,15,10,0,-1,-12
O=C1CSC(c2ccccn2)N1c1ccc(F)cc1F (centres undefined),0,-6,6,-47,2,0,-5
CCOc1ccc(CN(C)CC(=O)NCc2ccc(F)cc2)cc1,-2,-7,0,15,-3,-4,26
CNc1ccc(/C=C/C(=O)c2ccc(C)cc2)cc1[N+](=O)[O-],1,-16,-4,-60,18,-5,-41
CCSCCOC(=O)C1=C(C)NC(=O)NC1c1cccc(OC)c1OC (centres undefined),-1,5,0,9,14,-3,.
# Next part.
SMILES,Casp6 inh,LGR2 antag,ARNT-TACC3 inh,EWS-Fli block,DENV2 CPE,SIRT5 block,PAX8 inh HTS
Cc1cccc(Nc2cc(=O)[nH]c(=O)[nH]2)c1,-1,4,-24,3,-1,-1,25
O=C(Nc1ccc(-c2ccccc2)cc1)[C@@H]1[C@@H](CO)[C@@H]2Cn3c(cccc3=O)[C@@H]2N1CC1CCOCC1,3,-12,13,2,-3,-1,.
Cc1cc(=O)oc2cc(OC(=O)c3cncc(Br)c3)ccc12,-6,23,0,-1,3,-20,-23
O=C1c2ccccc2NC(c2cccc(F)c2)N1Cc1ccco1 (centres undefined),-3,6,-4,-19,-2,-8,.
O=C(CN1C(=O)NC2(CCCCCCC2)C1=O)NC1CCCc2ccccc21 (centres undefined),.,-9,-3,.,.,.,-3
O=S1(=O)CCS(=O)(=O)C1c1ccccc1,8,.,-5,16,1,0,6
O=C(COC(=O)/C=C/c1cccc(F)c1)NCc1ccc2c(c1)OCO2,1,-1,.,-5,-12,.,0
Cc1ccc2cc(CN(CCc3ccccc3)C(=S)NCCCN(C)C)c(=O)[nH]c2c1,-5,-2,6,28,7,1,25
CC(C)c1c(C(=O)N/N=C/c2cccc3ccccc23)nnn1-c1nonc1N,-6,9,1,12,-5,-2,25
C[C@]12CC[C@@H]3c4ccc(O)cc4CC[C@H]3[C@@H]1C[C@@H](O)[C@@H]2O[C@@H]1O[C@H](C(=O)O)[C@@H](O)[C@H](O)[C@H]1O,-1,-22,1,-9,2,-4,-21
COc1ccc(Cl)cc1NCCC(O)c1ccc(F)cc1 (centres undefined),5,-2,16,14,-2,-3,14
C[C@H](CO)N1C[C@H](C)[C@H](CN(C)S(=O)(=O)c2cccs2)Oc2ncc(-c3cccc(C(F)(F)F)c3)cc2C1=O,-2,-4,-1,9,-9,9,.
COCC(=O)Nc1ccc2c(c1)[C@@H]1C[C@H](CC(=O)N(C)C)O[C@H](CO)[C@@H]1O2,-6,7,-2,-1,17,-2,-7
COc1ccc(NC(=O)Nc2cccc3c2O[C@H](CN(C)Cc2ccc(-c4ccccc4)cc2)[C@@H](C)CN([C@@H](C)CO)C3=O)cc1,-3,6,.,7,-1,-2,.
CCOc1ccc(-c2nn(-c3ccccc3)cc2/C=C2\SC(=S)N(Cc3ccco3)C2=O)cc1,-1,-8,-21,-17,14,1,0
CCc1cc2c(SCC(=O)N(C)C3CCS(=O)(=O)C3)ncnc2s1 (centres undefined),0,-9,9,4,1,1,-3
Clc1ccc(SCCOCCN2CCCCC2)cc1,.,-3,-5,2,.,.,-9
C[C@@H]1CN([C@H](C)CO)C(=O)c2cc(-c3cccnc3)cnc2O[C@H]1CN(C)C,-7,-6,-1,-4,.,-3,.
C[C@H](O)C#Cc1ccc([C@@H]2[C@H]3CN(C(=O)c4ccncc4)CCCCN3[C@H]2CO)cc1,-1,-7,-9,1,-12,1,4
COc1cccc(C(=O)Nc2ccc3c(c2)OC[C@H](C)N(C(C)=O)C[C@H](C)[C@@H](OC)CN(C)C3=O)c1,-2,4,-1,-6,6,4,-9
Cc1ccc(S(=O)(=O)Nc2cccc3c2O[C@H](CN(C)C(=O)NC2CCCCC2)[C@H](C)CN([C@H](C)CO)C3=O)cc1,5,-16,-2,-5,-4,1,-5
N#Cc1sc2nccc(Nc3ccccc3)c2c1N,0,.,.,3,-8,-1,-4
COc1cccc(NC(=O)CCC2CCN(C(=O)C(OC)c3ccccc3)CC2)c1 (centres undefined),2,1,.,5,4,0,-10
CCN(c1cccc(C)c1)S(=O)(=O)c1cc2c3c(c1)CCN3C(=O)CC2,5,0,5,-7,1,-2,.
Cc1cc(C(=O)N/N=C/c2ccc[nH]2)n[nH]1,0,5,.,34,-8,3,-12

# Complete entries from above:
# Record of N#Cc1sc2nccc(Nc3ccccc3)c2c1N : Casp6 inh = 0; LGR2 antag = .; ARNT-TACC3 inh = .; EWS-Fli block = 3; DENV2 CPE = -8; SIRT5 block = -1; PAX8 inh HTS = -4
# Record of Cc1ccc(C(C)(C)NC(=O)C2CCC(=O)N(Cc3ccccc3F)C2)cc1 (centres undefined) : Casp6 inh = 0; LGR2 antag = 8; ARNT-TACC3 inh = 2; EWS-Fli block = -12; DENV2 CPE = 15; SIRT5 block = -1; PAX8 inh HTS = -9
# Record of Cc1ccc(NC(=O)CCc2ccccc2)cc1C : Casp6 inh = 4; LGR2 antag = -85; ARNT-TACC3 inh = .; EWS-Fli block = -56; DENV2 CPE = 6; SIRT5 block = .; PAX8 inh HTS = -138

# Next section:
SMILES,Casp6 inh,LGR2 antag,ARNT-TACC3 inh,EWS-Fli block,DENV2 CPE,SIRT5 block,PAX8 inh HTS
CCN(CC)CCN(C(=O)c1ccc2ccccc2c1)c1nc2cc3c(cc2s1)OCO3,-3,27,4,.,1,-2,-10
O=Nc1c(O)cc(O)c2ccccc12,21,5,.,-7,4,6,7
CO[C@@H](CN(C)S(=O)(=O)c1ccc(F)cc1)[C@@H](C)CN(Cc1ccccc1Cl)[C@H](C)CO,0,10,.,11,0,1,.
C(#Cc1ccccc1)C[N+]1(CC#Cc2ccccc2)CCCC1,-6,-1,1,8,-3,-1,23
CSCCC(NC(C)=O)C(=O)OCC(=O)N(c1ccccc1)c1ccccc1 (centres undefined),.,9,3,.,.,.,16
Cc1ccc(-n2c(SCC(=O)NCc3ccco3)nc3c([nH]c4ccccc43)c2=O)cc1,4,-6,-3,-18,-1,-1,13
COc1ccc(CCNC(=O)CSc2ccsc2[N+](=O)[O-])cc1OC,7,-15,6,3,-2,0,9
CNc1nc(NCc2cccc(OC)c2)c2sccc2n1,0,-5,.,15,?,0,20
CC(=O)Nc1ccc(C(=O)COC(=O)CCS(=O)(=O)c2ccccc2)cc1,-2,-1,-7,-1,3,1,-2
COc1cccc(CN2[C@H](CO)[C@@H]3c4ccccc4N(C(=O)C4CC4)C[C@@H]32)c1,1,-7,3,-3,1,-3,9
CN1/C(=C\C(=S)NC(=O)c2ccccc2Cl)C(C)(C)c2ccccc21,0,7,1,7,7,-5,2
COc1ccc(CN2C[C@@H](CO)O[C@@H](n3cnc4c(NCc5ccco5)ncnc43)C2)cc1,0,5,.,-9,2,2,-1
CCc1cc(Cn2nc(C(=O)O)cc2-c2ccccc2)on1,1,10,-4,4,1,-2,-14
N/C(=N\N=C\c1ccc(O)c(O)c1)c1nonc1N,-1,-30,7,-68,-2,7,-90
Cc1ccc(S(=O)(=O)N2[C@@H](c3ccc4c(c3)OCO4)C(C(=O)O)=C[C@H]2CC2CCCC2)cc1,14,-6,12,-12,20,-5,-19
O=C1c2ccccc2C(=O)N1Cc1cc(Cl)c(O)c([N+](=O)[O-])c1,2,-2,-2,5,5,3,4
O=C(Cc1ccncc1)Nc1ccc2c(c1)[C@@H]1C[C@H](CC(=O)NC3CCCC3)O[C@@H](CO)[C@@H]1O2,-3,-4,-1,13,13,2,18
O=C(O)c1ccccc1-c1ncc(-c2ccccc2)o1,5,-5,-6,-6,-2,-8,15
C[C@@H]1CCCCO[C@@H](CN(C)S(=O)(=O)c2cccs2)[C@H](C)CN([C@H](C)CO)C(=O)c2cc(NS(=O)(=O)c3cccs3)ccc2O1,2,1,3,2,4,-1,20
C[C@@H]1CCCCO[C@H](CN(C)Cc2ccc(C(=O)O)cc2)[C@@H](C)CN([C@H](C)CO)C(=O)c2cc(NC(=O)CCC(F)(F)F)ccc2O1,0&0,10,-2,-5&-8,-11&-3,-2&1,-13&-30
Cc1c(Br)cccc1NC(=O)C1(C)CCN1Cc1ccccc1OC(F)F (centres undefined),1,1,.,12,7,0,-3
C[C@@H]1CN([C@@H](C)CO)S(=O)(=O)c2ccc(Br)cc2O[C@H]1CN(C)Cc1ccccc1F,6&2,8&20,7,9&8,3&8,1&7,0&32
COc1ccc(NC(=O)Nc2ccc3c(c2)CC(=O)N([C@@H](C)CO)C[C@H](C)[C@@H](CN(C)Cc2ccc(C(=O)O)cc2)O3)cc1,0,-36,-1,-53,-3,1,.
O=C(COc1ccc(S(=O)(=O)N2CCOCC2)cc1Cl)NCc1ccccn1,1,-8,10,3,-4,-1,19
CCCNC(=O)C[C@@H]1C[C@H]2c3cc(NC(=O)Nc4ccccc4F)ccc3O[C@H]2[C@@H](CO)O1,1,-11,-3,-136,-7,0,-28
COCCNC(=O)C1CCN(S(=O)(=O)c2c(C)noc2/C=C/c2cccs2)CC1,0,-3,26,3,0,3,17
CCS(=O)(=O)n1nc(-c2ccccc2)cc1N,1,-27,-4,-2,?,.,-27
c1ccc(C2[C@H]3CN(Cc4cccnc4)[C@H](c4ccccc4)C34CC2(c2ccccc2)C4)cc1 (some centres undefined),-5,37,2,15,-2,-1,9
CCOC(=O)C(C(=O)OCC)C(C)(C)/C(C)=N\Nc1ccc([N+](=O)[O-])cc1[N+](=O)[O-],.,-2,11,.,.,.,-25
